aDG glyco act: alpha-DG glycosylation activation | 360,000 tested, 0.22% active | activation, % at 10 µM | Pro5-aDG cells, alpha-DG glycosylation AlphaScreen (IIH6); 0% Pro5, 100% B10-LARGE cell signal;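 active = activation of at least 8% versus controls, or a plate z-score of at least 8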;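 also: Pro5 are CHO cells carrying HIG-tagged alpha-DG that lacks glycosylation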
ABHD5 PLIN5 PPI: ABHD5-PLIN5 protein interaction inhibition. Split G. princeps luciferase complementation, luminescence, 4 h. 360,000 tested, 0.78% active. inhibition, % at 4 µM. Q00G26+Q8WTS1;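 active = inhibition above the mean inhibition across every tested compound plus 3 SD, cut at about 22% in these data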;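 also: 0% = DMSO only wells and the 100% control is not disclosed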
Vif inh: inhibitors of HIV Vif. AID 602346. 340,000 tested, 0.35% active. HEK293T cells, Vif self-association by quenched fluorescence, imaging, 24 h. inhibition, % at 7.49 µM; in the data active = inhibition above about 50%, passing the limit was not always enough; inconclusive = no clear call, values can overlap the other calls; inactive = below about 31%; also: some results filed as inactive read as strong as hits
MC4R antag cAMP: blocks human MC4R cAMP signaling; MC4R-expressing cells, MTII-stimulated cAMP, LANCE TR-FRET; inhibition, % at 6.5 µM; 360,000 tested, 0.48% active; AID 540295;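 active = inhibition above its plate's cutoff, the mean of tested wells on that plate plus 3 SD, cut at about 29% in these data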;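 also: 0% = Melanotan II alone and 100% = Melanotan II plus saturating MCL0020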
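Assay system: human MC4R-expressing U2OS cells; reagent: Melanotan II stimulation of cells; dosing: 6.5 µM single dose; timing: compound 30 min, challenge 1 h, detection 1 h; signal: TR-FRET cAMP assay; replicates: one well per compound, no replicates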
TLR9-MyD88 inh: blocks human TLR9 binding to MyD88; inhibition, % at 4.98 µM; CHO BLA complementation TLR9-MyD88, CCF4 FRET ratio; 340,000 tested, 0.21% active;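 active = inhibition above the mean over all tested compounds plus 3 SD, cut at about 21% in these data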;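 also: 0% = DMSO only wells and 100% = clavulanate BLA inhibitor control wells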
MC4R barr agon: activates human MC4R beta-arrestin recruitment; U2OS MC4R beta-arrestin complementation, luminescence; percent of melanotan II response, DMSO zero; activation, % at 8.9 µM; P32245; 360,000 tested, 0.98% active;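 active = activation above a per-plate cutoff, the mean activation of sample wells on that plate plus 3 SD, cut at about 8% in these data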
Exocytosis inh: blocks lytic granule exocytosis | TALL-104 LAMP-1 surface exposure, flow cytometry; cells stimulated with thapsigargin and PMA | inhibition, % at 10 µM | 360,000 tested, 0.66% active | AID 651702;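 active = inhibition above about 55%, limit read from the data; inconclusive = no clear call, values can overlap the other calls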
N-glyco inh: N-linked glycosylation inhibition | AID 588692 | D54 ERlucT glycosylation luciferase reporter, 24 h; percent of 100 nM tunicamycin response | 360,000 tested, 0.23% active | reporter increase, % at 12.5 µM;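 active = mean luciferase reporter signal, scaled so untreated is 0 and the glycosylation-blocking control 100, at or above a set limit in every replicate; inconclusive = mean reaches the limit but not every replicate does; inactive = mean below the limit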;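 also: luciferase carries N-glycosylation sites so blocking glycosylation raises the light; 0% = median of neutral control wells and 100% = median of 100 nM tunicamycin wells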
ABCB6 inh 2: inhibitors of human ABC transporter ABCB6. K562-ABCB6 porphyrin accumulation, flow cytometry, 1 h; stronger effect = lower value. 360,000 tested, 0.19% active. AID 602162. fluorescence ratio to DMSO, % at 10 µM;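 active = fluorescence ratio to DMSO below 75%, the collection mean minus 3 SD; inconclusive = too few cells collected in the well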;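 also: signal is porphyrin accumulated inside mitochondria; 100% equals median channel fluorescence of DMSO control wells; lower ratio means ABCB6 inhibition with less porphyrin fluorescence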
Target sequence (Q9NP58 whole entry, looked up): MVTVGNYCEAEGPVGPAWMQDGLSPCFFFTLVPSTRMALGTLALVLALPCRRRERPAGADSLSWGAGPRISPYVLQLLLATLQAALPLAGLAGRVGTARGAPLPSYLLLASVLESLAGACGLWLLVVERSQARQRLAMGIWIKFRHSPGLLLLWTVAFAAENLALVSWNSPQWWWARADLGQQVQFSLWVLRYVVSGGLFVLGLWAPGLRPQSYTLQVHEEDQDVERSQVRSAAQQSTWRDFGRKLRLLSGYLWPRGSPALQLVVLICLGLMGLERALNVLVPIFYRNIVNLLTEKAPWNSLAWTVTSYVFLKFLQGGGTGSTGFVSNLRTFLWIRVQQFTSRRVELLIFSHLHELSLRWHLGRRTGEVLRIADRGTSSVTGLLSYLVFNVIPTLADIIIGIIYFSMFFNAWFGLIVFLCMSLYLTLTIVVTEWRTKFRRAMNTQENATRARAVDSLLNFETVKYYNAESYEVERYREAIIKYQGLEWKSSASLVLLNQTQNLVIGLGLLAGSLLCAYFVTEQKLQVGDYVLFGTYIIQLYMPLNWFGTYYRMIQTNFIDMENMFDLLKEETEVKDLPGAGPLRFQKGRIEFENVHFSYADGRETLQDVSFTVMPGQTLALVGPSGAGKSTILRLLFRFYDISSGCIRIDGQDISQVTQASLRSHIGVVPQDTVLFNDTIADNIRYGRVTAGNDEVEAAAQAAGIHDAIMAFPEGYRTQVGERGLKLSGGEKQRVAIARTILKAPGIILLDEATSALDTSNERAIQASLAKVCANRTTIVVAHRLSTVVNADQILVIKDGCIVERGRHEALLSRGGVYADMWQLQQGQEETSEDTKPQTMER
NOD2 RIPK2 PPI: NOD2-RIPK2 protein interaction inhibition | O43353 | CHO BLA complementation NOD2-RIPK2, CCF4 ratio | inhibition, % at 4.98 µM | 360,000 tested, 0.38% active; in the data active = inhibition above about 21%;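 also: 0% = vehicle only and 100% = reference blocker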
* marks the source's active call; other numbers are inactive results; ? = inconclusive; nt = not tested or not shown. The list is partial, so the mix of outcomes need not match the whole.

nr	SMILES	Vif inh	ABCB6 inh 2	MC4R antag cAMP	ABHD5 PLIN5 PPI	TLR9-MyD88 inh	MC4R barr agon	Exocytosis inh	N-glyco inh	aDG glyco act	NOD2 RIPK2 PPI
1	CNC(=S)N/N=C/c1c(Cl)cccc1Cl	-10	93	-3	-4	-7	-1.7	-2	4	0.0	-3
2	Cc1cc(C)n2nc(C(=O)NNC(=O)c3ccc(Cl)cc3)nc2n1	-2	95	36*	2	2	-1.5	-2	2	-0.2	-9
3	COc1cccc(C(C(=O)NCC2CCCO2)N(C(=O)Cn2nnc3ccccc32)c2ccc(NC(C)=O)cc2)c1OC (configuration not stated)	11	98	2	-5	-4	-1.1	-7	3	0.0	-5
4	CC1=[N+](CC(=O)c2ccccc2)CCn2cccc21	-11	117	-7	0	nt	-1.7	-1	2	-0.3	4
5	CCNS(=O)(=O)c1ccc2c(c1)NCC2	0	102	4	-2	8	-1.8	-6	4	-0.2	-3
6	COc1ccc(S(=O)(=O)Cc2ccc(C(=O)NCc3ccco3)o2)cc1	10	104	14	-1	-15	-1.6	7	-1	0.0	-7
7	Cc1cccc(NC(=O)CCC(=O)N2CCOCC2)n1	1	98	12	16	-5	4.6	0	1	-0.1	-4
8	COc1ccc(CNC(=O)CCSCc2ccc(C)cc2)cc1	3	90	-2	-3	-4	0.6	0	0	0.4	-5
9	CCN(CC)c1cccc(OCC(=O)N2c3ccccc3CC2C)c1 (configuration not stated)	21	101	4	-4	-3	2.3	-13	-4	-0.5	1
10	COc1cc(NC(=O)c2c(F)c(F)c(F)c(F)c2F)c(OC)cc1Cl	8	98	-35	-1	1	-3.4	-2	5	7.7*	7
11	CCOc1ccc(CN2CCN(C(=O)c3ccccc3)CC2)cc1	-12	98	21	0	4	1.9	3	-10	0.2	-7
12	O=C(c1cc(-c2ccc(Br)cc2)nc2ccccc12)N1CCN(c2ccccc2O)CC1	16	96	0	-6	7	-0.8	1	-5	-0.7	-3
13	Cc1ccc(C)c(CNS(=O)(=O)c2ccc3c(c2)C(C)(C)C(=O)N3C)c1	-6	95	0	0	-1	-1.3	5	2	-0.1	5
14	Cc1onc(-c2c(Cl)cccc2Cl)c1C(=O)NCc1ccccn1	2	100	1	2	-3	-2.6	0	-1	0.1	3
15	CC1(C(=O)NCc2ccccc2)Cc2c(-c3ccccc3)ccnc2O1 (configuration not stated)	-7	96	-27	2	nt	-1.7	16	?	0.1	6

Complete entries, quoted from the list. Order of values: Vif inh	ABCB6 inh 2	MC4R antag cAMP	ABHD5 PLIN5 PPI	TLR9-MyD88 inh	MC4R barr agon	Exocytosis inh	N-glyco inh	aDG glyco act	NOD2 RIPK2 PPI
`COc1cc(NC(=O)c2c(F)c(F)c(F)c(F)c2F)c(OC)cc1Cl` in the list: 8	98	-35	-1	1	-3.4	-2	5	7.7*	7
`Cc1cc(C)n2nc(C(=O)NNC(=O)c3ccc(Cl)cc3)nc2n1` in the list: -2	95	36*	2	2	-1.5	-2	2	-0.2	-9

Continuation:
nr	SMILES	Vif inh	ABCB6 inh 2	MC4R antag cAMP	ABHD5 PLIN5 PPI	TLR9-MyD88 inh	MC4R barr agon	Exocytosis inh	N-glyco inh	aDG glyco act	NOD2 RIPK2 PPI
16	Cc1cc(=O)n(Cc2ccccc2)c(O)c1C#N	6	96	2	-4	-7	-0.9	1	1	0.1	0
17	CCOC(=O)c1sc(NC(=O)CSc2n[nH]c(-c3ccncc3)n2)c(C#N)c1C	-45	100	12	5	11	0.0	3	0	-0.2	-8
18	CCOc1ccc(NCCC#N)cc1	3	102	-1	4	-6	-1.4	1	2	-0.1	3
19	COc1ccccc1NC(=O)C1=C(C)Nc2ncnn2C1c1cccs1 (configuration not stated)	-8	100	3	0	0	-0.8	-1	-1	0.0	-21
20	O=C(COc1ccccc1)Nc1cccc(-c2nc3ccccc3[nH]2)c1	-3	99	8	8	-6	0.8	2	4	-0.1	-3
21	CCNC(=S)NNC(=O)c1cccn(Cc2ccc(Cl)cc2)c1=O	?	101	0	4	6	-0.1	1	2	-0.4	4
22	Cc1ccc2[nH]c(C(=O)NN=C3CCCCC3)c(-c3ccccc3)c2c1	-7	102	-25	-8	1	-3.3	21	0	-0.1	0
23	Cc1ccc(-c2nnc(-c3cccnc3)o2)cc1	1	91	0	-6	-4	-0.2	-7	-2	0.0	-8
24	CC1(c2nnc(Cc3ccccc3)o2)CC(c2ccccc2[N+](=O)[O-])=NO1 (configuration not stated)	11	98	4	10	-8	1.1	2	2	-0.1	-11
25	COc1cc(OC)nc(Nc2nc(C(C)N)cs2)n1 (configuration not stated)	11	99	8	3	nt	0.6	0	3	-0.1	-4
26	O=C(COc1ccc([N+](=O)[O-])cc1)N(C1CCCCC1)C1CCS(=O)(=O)C1 (configuration not stated)	nt	99	2	11	0	1.7	-2	-1	-0.1	0
27	O=C1/C(=C/c2ccccn2)SC(=S)N1Cc1ccccc1	2	100	2	0	nt	-0.3	-1	-3	-0.1	-4
28	O=C(c1scc2c1CCCC2)N1CCOCC1	nt	89	2	0	8	-1.7	-1	0	-0.1	9
29	O=[N+]([O-])c1ccc(N2CCN(CCO)CC2)cc1NCc1ccco1	31	99	-6	5	-3	-2.4	-2	2	-0.2	-4
30	COc1ccc(C(C(=O)NC(C)(C)C)N(C(=O)CCC(=O)Nc2cc(C)on2)c2cccc(C)c2C)cc1 (configuration not stated)	17	96	-2	1	-2	-0.4	14	-4	-0.1	-8
31	O=C(Oc1ccc(-c2cnc3ccccc3n2)cc1)c1ccco1	10	97	-8	-15	5	18*	0	-9	-0.2	6
32	O=Cc1c(N2CCN(CCO)CC2)nc2ccccn2c1=O	-1	100	1	4	2	-0.7	-3	3	0.0	2
33	Cc1nc(SCC(=O)Nc2ccccc2Cl)oc1C	1	101	-1	-4	5	2.4	-5	-2	0.3	3
34	CC(C)NC(=O)c1ccc(N(Cc2ccccc2)S(C)(=O)=O)cc1	2	99	7	2	-2	-1.1	0	0	0.0	0
35	O=[N+]([O-])c1nn(-c2ccc(Cl)cc2)n(O)c1=NCc1ccccc1Cl	-1	93	6	-2	-3	-2.8	4	-1	0.1	0
36	O=S(=O)(c1ccc(F)cc1)N1CCC(N2CCCCCC2)CC1	1	92	-2	-3	3	-0.2	-1	-2	-0.2	2
37	COc1ccc(NC(=O)C(c2ccccc2)N(C)C(=O)CNC(C)=O)cc1 (configuration not stated)	nt	85	2	13	4	1.0	2	nt	-0.2	-4
38	N#CCc1nc2c3c4c(sc3ncn2n1)CCCC4	nt	95	1	-1	-9	-1.0	1	1	-0.2	-6
39	CCc1ccc(NC(=O)C2CCCN2S(=O)(=O)c2ccc3c(c2)n(C)c(=O)c(=O)n3C)cc1 (configuration not stated)	-1	98	5	2	2	0.9	1	0	0.0	1
40	COc1cc(NC(=O)CSC(=S)N2CCCC2)c(OC)cc1Cl	10	94	11	8	-9	2.1	0	2	0.1	-13
41	CC1CCN(C(=O)c2[nH]cnc2C(=O)N[C@@H](Cc2ccccc2)C(=O)OC(C)(C)C)CC1	0	98	-3	-6	0	2.3	-4	0	-0.1	-4
42	CC1(C)C(=O)Nc2ccccc2N1C(=O)CSc1nnc2ccccn12	31	100	-3	2	-23	-0.5	1	0	-0.3	-3
43	CC[C@]12c3[nH]c4ccccc4c3CCN1C(=O)C(CC(=O)NCCCOC)C[C@@H]2C(=O)N1CCN(C(=O)c2ccco2)CC1 (some centres not stated)	nt	109	-1	-10	0	-3.0	-2	0	0.0	-9
44	COc1cc(OC)c(C2=NOC(C(=O)Nc3c(C)n(C)n(-c4ccccc4)c3=O)C2)cc1Cl (configuration not stated)	-4	100	-7	-5	7	-1.4	-3	0	0.0	0
45	Cc1cc(C)c2nc(-c3cccc(Cl)c3)c(C)c(C(=O)N3CCOCC3)c2c1	30	99	7	-1	11	-0.3	39	0	0.1	-7
46	Cc1ccc(C(=O)CCC(=O)Nc2cccc(C(F)(F)F)c2)cc1	nt	98	-2	-8	2	5.1	0	4	0.0	-6
47	CC1(C)C(=O)Nc2ccccc2N1C(=O)COC(=O)CSc1ccc(F)cc1	-2	97	-4	5	6	-0.9	10	1	-0.2	-4
48	CCCn1c(C(O)c2cc(OC)c(OC)c(OC)c2)nc2ccccc21 (configuration not stated)	-2	101	2	2	0	-0.2	-2	1	-0.1	6
49	Cn1ccsc1=NC(=O)c1ccc(=O)[nH]c1	-3	104	6	-3	-2	-3.7	-1	2	-0.3	-6
50	Cc1ccc(S(=O)(=O)C(C#N)c2nc3ccccc3nc2OC(C)C)cc1 (configuration not stated)	13	103	6	10	9	0.3	4	-1	-0.1	-7
51	O=C1CCCN1c1ccc(Br)cc1	8	118	-1	-1	3	-2.2	-2	1	-0.1	-5
52	CCC(Oc1ccccc1)C(=O)N1CCN(S(=O)(=O)c2ccccc2)CC1 (configuration not stated)	2	94	7	-9	1	1.6	45	-2	-0.6	-15
53	O=C(NCc1cccs1)C1C(=O)Nc2ccccc2C(=O)N1Cc1ccccc1 (configuration not stated)	nt	nt	nt	-7	nt	nt	-4	nt	-0.2	13
54	CC(C)(C)c1ccc(C(=O)N2CCN(C(=O)C3CCCCC3)CC2)cc1	-3	92	9	6	3	-1.9	2	-1	0.3	1
55	C#CCOCCOCCOCCNc1nc(N2CCN(C(=O)CCCCCCCCCCNC(=O)[C@@H](CCSC)n3cc(CCO)nn3)CC2)nc(N2CCN(C(=O)CCCCCCCCCCNC(=O)[C@H]([C@@H](C)CC)n3cc(CCCCN=C(N)N)nn3)CC2)n1	-2	94	41*	57*	1	1.7	-3	-10	-0.3	30*
56	CCCC1S/C(=N/N=C/c2ccc(OC)cc2)N(Cc2ccc(OC)cc2)C1=O (configuration not stated)	4	97	11	2	-10	-0.1	-4	-3	-0.3	-1
57	O=C(OCC(=O)N1CCN(C(=O)c2ccco2)CC1)c1ccccc1NCCO	2	100	11	5	-6	0.1	0	-1	-0.1	-11
58	CCc1ccccc1C1C(=O)c2ccccc2C1=O	-5	102	5	3	6	0.8	-2	3	0.1	-1
59	COc1cc(/C=C(\C#N)c2nnc(N3CCOCC3)n2-c2ccccc2)ccc1O	17	103	-14	8	10	2.5	7	3	0.3	-6
60	O=C(CCCSc1nc(-c2ccco2)cc(C(F)(F)F)n1)NCc1cccs1	4	89	-2	6	7	2.5	2	0	0.7	-1
61	CC(=O)N(C)c1ccc(NC(=S)Nc2cccc3ccccc23)cc1	-3	105	-1	-12	-8	1.3	6	1	-0.1	5
62	COc1cccc(C(=O)N2CCN(c3ccc(N4CCOCC4)nn3)CC2)c1	10	96	-2	-8	-4	0.3	-1	2	0.1	-9
63	COc1ccc(Cc2nnc(SCC(=O)N(C)c3ccccc3)o2)cc1	nt	97	3	4	-7	-0.2	-1	1	0.1	-3
64	Cc1cc(C)nc(NC2=NCC(=O)N2CCc2c[nH]c3ccccc23)n1	-9	112	21	2	-9	-1.2	-2	2	-0.3	-4
65	Cc1ccc(C2CC(c3ccc(C)cc3)n3nc(N)nc3N2)cc1 (configuration not stated)	2	103	0	7	0	-0.3	1	-1	0.0	2
66	COc1ccccc1N1CN(Cc2ccccc2)CNC1=S	13	100	1	-11	-5	-1.3	1	-2	0.1	-6

Source: PubChem (several laboratories)
